Screening data deposited in PubChem BioAssay by several laboratories.
HT1080 viability = cytotoxicity in HT1080 fibrosarcoma cells, cell-based, fluorescence readout (AID 620); HT1080 viability, fluorescence; higher % means a stronger effect; cytotoxicity, % at 10 µM; hits with a dose series show EC50 in µM; 87,000 tested, 0.42% active;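 further: cells exposed to compound overnight then 4 h with Alamar Blue; 0% = vehicle DMSO and 100% = killing control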
Spn DPM-DC inh = blocks S. pneumoniae diphosphomevalonate decarboxylase. purified DPM-DC, PK/LDH coupled NADH fluorescence. calls only at 10 µM. 65,000 tested, 0.49% active. AID 556;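 active means the 320 compounds with the highest percent inhibition in the single-dose primary screen, excluding strongly autofluorescent ones, cut at about 32% in these data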;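 further: kinetic rate of NADH fluorescence loss reporting ADP formed by the decarboxylase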
Bfl-1 inhibitors = Bfl-1 inhibitors, primary screen, biochemical, fluorescence polarization, FITC-Bid, mouse (AID 432). FITC-Bid BH3 peptide fluorescence polarization displacement; higher % means a stronger effect. one-dose displacement, % at 20 µM; IC50 in µM for titrated hits. 64,000 tested, 0.02% active; in the data active means a potency from the dose series; inactive means the rest, 99 in 100 with displacement below about 15%; further: strong numbers were not always called active
LYP inhibition = LYP phosphatase inhibitors, primary screen, biochemical, DiFMUP fluorescence, recombinant catalytic domain, 10 µM (AID 606); recombinant LYP catalytic domain, DiFMUP fluorescence; higher % means a stronger effect; inhibition, % at 10 µM; hits with a dose series show IC50 in µM; 52,000 tested, under 10 active;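 active means IC50 under 40 µM in the dose-response test; inactive means IC50 of 40 µM or more, or never dose-tested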
Alkaline phosphatase = inhibition of tissue-nonspecific alkaline phosphatase – biochemical, luminescent (AID 518). purified TNAP enzyme, luminescent substrate readout; higher % means a stronger effect. inhibition, % at 20 µM, or IC50 in µM where a hit was titrated. 64,000 tested, 0.09% active; in the data active means a potency from the dose series; inactive means the rest, 99 in 100 with inhibition below about 22%;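 further: plate controls were vehicle for no effect and reference inhibitor for full effect; many of its hits are not listed in these tables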
KRASV12 cytotoxicity = viability loss of HPDE-C7K cells – cell-based, fluorescence, HTS, primary screen (AID 431); HPDE-C7K KRASV12 cells, Alamar Blue viability, 48 h; higher % means a stronger effect; cytotoxicity, % at 10 µM, or EC50 in µM where a hit was titrated; 63,000 tested, 1.7% active;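 active means compounds whose percent cytotoxicity in the single-dose primary screen, scaled between solvent and toxic-drug controls, exceeds 50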;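 further: 0% = DMSO solvent wells and 100% = doxorubicin-treated wells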
MK inhibit = inhibitors of Streptococcus pneumoniae mevalonate kinase. 65,000 tested, 0.48% active. inhibition, % at 10 µM. AID 555. purified MK, PK/LDH-coupled NADH absorbance 340 nm;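 active means ranked among the strongest by inhibition in the single 10 µM screen, a fixed top-ranked set picked for dose follow-up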; further: no value below 0 was filed
HPDE-C7 viability = cytotoxicity in HPDE-C7 cells, cell-based, fluorescence, HTS (AID 430). HPDE-C7 pancreatic duct cells viability, fluorescence; higher % means a stronger effect. one-dose cytotoxicity, % at 10 µM; EC50 in µM for titrated hits. 63,000 tested, 1.8% active;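 further: cells exposed to compound for 48 hours before viability readout; 0% = vehicle and 100% = reference cytotoxic drug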
PMK inhibit = S. pneumoniae PMK inhibition | purified PMK, PK/LDH-coupled NADH absorbance 340 nm | inhibition, % at 10 µM | 65,000 tested, 0.49% active | AID 539;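 active means top-ranked compounds by inhibition in the single 10 µM screen, taking a fixed number of the strongest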;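 further: 0% = full reaction with DMSO carrier and 100% = background rate without enzyme reaction; no value below 0 was filed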
PMK inhibit pilot replicates = second read-out of PMK inhibit, no call of its own (marks repeat the call); inhibition, %; measured here: pilot screen replicates
MK inhibit pilot replicates = also measured in MK inhibit; calls as there; inhibition, %; measured here: pilot screen replicates
Spn DPM-DC inh pilot screen % = second read-out of Spn DPM-DC inh, no call of its own (marks repeat the call); inhibition, %; measured here: pilot screen trials
An asterisk follows results filed as active; i = inactive; . = not tested or not shown. Unless noted, no stated cut-off is given here; in the data, active means cytotoxicity above about 50%; inactive means the rest. An unsorted share of the library, and some 3.6% of all compounds hit somewhere here.

SMILES	HT1080 viability	Spn DPM-DC inh	Bfl-1 inhibitors	LYP inhibition	Alkaline phosphatase	KRASV12 cytotoxicity	MK inhibit	HPDE-C7 viability	PMK inhibit	others
COc1ccc(-c2nc(CS(=O)CC(=O)NCc3ccc4c(c3)OCO4)c(C)o2)cc1 (stereo not drawn)	-5%	i	0%	3%	4%	5%	8	-7%	8
COc1ccccc1-c1c(C)nn2c(N3CCCCCC3)cc(C)nc12	-17%	i	3%	10%	5%	-2%	6	-15%	5
CC(=O)Nc1ccc(S(=O)(=O)Nc2ccc(S(=O)(=O)N3CCCCCC3)cc2)cc1	-5%	i	-1%	-16%	3%	-8%	8	-19%	11
CCc1ccc(NC(=O)Cn2c(=O)oc3cc(S(=O)(=O)N4CCOCC4)ccc32)cc1	-3%	i	5%	-2%	6%	3%	8	-9%	9
CC(C)CCN(C)C1CCN(S(=O)(=O)c2cccc(C(F)(F)F)c2)CC1	-8%	i	-5%	.	6%	22%	9	34%	10
CCOC(=O)CSc1nnc(CNC(=O)c2ccc(OC)cc2)n1-c1ccc(OC)cc1	1%	i	-2%	16%	12%	3%	2	-8%	13
COc1ccc(N2C(=O)C3CCCN3C2c2cccs2)cc1 (stereo not drawn)	1%	i	4%	16%	6%	-3%	9	-8%	3
C=CCn1c(N2CCCC2)nc2c1c(=O)[nH]c(=O)n2C	14%	i	4%	3%	10%	-4%	5	-2%	12
CC1(C)CC(=O)C=C(NCC2CCCO2)C1 (stereo not drawn)	-6%	i	-5%	0%	-2%	-13%	0	-20%	0
Cc1ccc(Cn2nnc3c(=O)[nH]c(C4CCN(S(=O)(=O)c5ccccc5)CC4)nc32)cc1	3%	i	-6%	.	12%	6%	7	-8%	21
O=C(CN(C(=O)CNS(=O)(=O)c1ccccc1)c1ccc2c(c1)OCCO2)NC1CCCCC1	-14%	i	-4%	.	0%	-1%	11	-6%	4
CCOC(=O)Cn1c(=NC(=O)CSC(C)=O)sc2ccccc21	5%	i	-7%	1%	7%	-9%	2	-15%	19
CC(C)(CN1CCCCC1)NS(=O)(=O)c1ccc(Cl)cc1	3%	i	-8%	1%	1%	-12%	13	-4%	0
Cc1c(C#N)c2ccccc2n1CC(=O)N1CCc2ccccc2C1	-2%	i	-2%	5%	17%	11%	5	-8%	0	PMK inhibit pilot replicates=3.5;MK inhibit pilot replicates=4.5;Spn DPM-DC inh pilot screen %=2.0
Cc1ccc2cc(C#N)c(NCCNC(=O)C3CCC3)nc2c1C	-5%	i	-1%	9%	10%	-21%	1	-13%	14

The list goes on (6 carried over from the part before).
SMILES	HT1080 viability	Spn DPM-DC inh	Bfl-1 inhibitors	LYP inhibition	Alkaline phosphatase	KRASV12 cytotoxicity	MK inhibit	HPDE-C7 viability	PMK inhibit	others
Cc1ccc(Cn2nnc3c(=O)[nH]c(C4CCN(S(=O)(=O)c5ccccc5)CC4)nc32)cc1	3%	i	-6%	.	12%	6%	7	-8%	21
O=C(CN(C(=O)CNS(=O)(=O)c1ccccc1)c1ccc2c(c1)OCCO2)NC1CCCCC1	-14%	i	-4%	.	0%	-1%	11	-6%	4
CCOC(=O)Cn1c(=NC(=O)CSC(C)=O)sc2ccccc21	5%	i	-7%	1%	7%	-9%	2	-15%	19
CC(C)(CN1CCCCC1)NS(=O)(=O)c1ccc(Cl)cc1	3%	i	-8%	1%	1%	-12%	13	-4%	0
Cc1c(C#N)c2ccccc2n1CC(=O)N1CCc2ccccc2C1	-2%	i	-2%	5%	17%	11%	5	-8%	0	PMK inhibit pilot replicates=3.5;MK inhibit pilot replicates=4.5;Spn DPM-DC inh pilot screen %=2.0
Cc1ccc2cc(C#N)c(NCCNC(=O)C3CCC3)nc2c1C	-5%	i	-1%	9%	10%	-21%	1	-13%	14
COC(=O)C1(C)NC(c2cccs2)C2C(=O)N(c3ccccc3F)C(=O)C21 (stereo not drawn)	0%	i	5%	3%	10%	-2%	0	-6%	3	PMK inhibit pilot replicates=1.5;MK inhibit pilot replicates=0.5;Spn DPM-DC inh pilot screen %=4.0
O=C(CN1CCN(c2ccc(Cl)cc2)CC1)c1ccc2c(c1)OCO2	4%	i	0%	10%	6%	8%	5	21%	12
Cc1cccc(/N=C/c2c(O)cc(C)oc2=O)n1	-2%	i	.	10%	.	.	0	.	11
OC1(c2ccc(Br)cc2)CCNCC1	-1%	i	-2%	.	13%	.	5	.	8
CC1Cc2nc(SCC(=O)Nc3nccs3)n(C)c(=O)c2S1 (stereo not drawn)	4%	i	-4%	9%	16%	5%	2	0%	9	PMK inhibit pilot replicates=3.0;MK inhibit pilot replicates=2.0;Spn DPM-DC inh pilot screen %=5.5
COC(=O)c1ccc(C(=S)N2CCOCC2)cc1	1%	i	-5%	11%	1%	0%	9	-13%	4
CCC(NC(=O)NCCCn1ccnc1)(C(F)(F)F)C(F)(F)F	3%	i	4%	5%	5%	.	0	.	6
Cc1ccccc1Cn1cc(/C=N/n2cnnc2)c2ccccc21	3%	i	-4%	10%	12%	-13%	3	-5%	9	PMK inhibit pilot replicates=0.0;MK inhibit pilot replicates=0.0;Spn DPM-DC inh pilot screen %=0.0
CCOC(=O)c1sc(NCC2CCCO2)nc1C (stereo not drawn)	-2%	i	0%	9%	13%	-5%	10	-6%	6
CCOc1cc(-c2c(C#N)c(N)nc3c2CCCC3)ccc1O	14%	i	2%	13%	6%	-6%	3	-2%	0
CCOC(=O)c1ccc(NC(=O)c2ccc(C)c(S(=O)(=O)N3CCOCC3)c2)cc1	.	i	9%	13%	9%	30%	2	42%	23
Cn1c(=O)c2c(nc(OCc3cccnc3)n2Cc2c(F)cccc2Cl)n(C)c1=O	15%	i	-1%	10%	8%	0%	3	-2%	5
CCn1c(=O)c2c3c(sc2n(C)c1=O)CCC3	0%	i	4%	-11%	5%	12%	9	-4%	4

Random excerpt: four compounds from above
SMILES	HT1080 viability	Spn DPM-DC inh	Bfl-1 inhibitors	LYP inhibition	Alkaline phosphatase	KRASV12 cytotoxicity	MK inhibit	HPDE-C7 viability	PMK inhibit	others
O=C(CN1CCN(c2ccc(Cl)cc2)CC1)c1ccc2c(c1)OCO2	4%	i	0%	10%	6%	8%	5	21%	12
OC1(c2ccc(Br)cc2)CCNCC1	-1%	i	-2%	.	13%	.	5	.	8
CC1Cc2nc(SCC(=O)Nc3nccs3)n(C)c(=O)c2S1 (stereo not drawn)	4%	i	-4%	9%	16%	5%	2	0%	9	PMK inhibit pilot replicates=3.0;MK inhibit pilot replicates=2.0;Spn DPM-DC inh pilot screen %=5.5
CCC(NC(=O)NCCCn1ccnc1)(C(F)(F)F)C(F)(F)F	3%	i	4%	5%	5%	.	0	.	6

Part of the list above in order of heavy-atom count, falling:
SMILES	HT1080 viability	Spn DPM-DC inh	Bfl-1 inhibitors	LYP inhibition	Alkaline phosphatase	KRASV12 cytotoxicity	MK inhibit	HPDE-C7 viability	PMK inhibit	others
Cn1c(=O)c2c(nc(OCc3cccnc3)n2Cc2c(F)cccc2Cl)n(C)c1=O	15%	i	-1%	10%	8%	0%	3	-2%	5
COC(=O)C1(C)NC(c2cccs2)C2C(=O)N(c3ccccc3F)C(=O)C21 (stereo not drawn)	0%	i	5%	3%	10%	-2%	0	-6%	3	PMK inhibit pilot replicates=1.5;MK inhibit pilot replicates=0.5;Spn DPM-DC inh pilot screen %=4.0
CCOC(=O)c1sc(NCC2CCCO2)nc1C (stereo not drawn)	-2%	i	0%	9%	13%	-5%	10	-6%	6
